GLD-1 TGE inh: GLD-1-TGE RNA interaction inhibition (C. elegans); Q17339; inhibition, % at 5.96 µM; AID 2280; purified GLD-1 + fluorescein TGE RNA, fluorescence polarization; 320,000 compounds, 0.44% hits;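 active = percent inhibition above a per-plate cutoff, the plate mean of test compounds plus 3 SD, cut at about 30% in these data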;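 also: 0% = DMSO wells with GLD-1 and probe and 100% = wells lacking GLD-1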
Target sequence (Q17339 whole entry, looked up): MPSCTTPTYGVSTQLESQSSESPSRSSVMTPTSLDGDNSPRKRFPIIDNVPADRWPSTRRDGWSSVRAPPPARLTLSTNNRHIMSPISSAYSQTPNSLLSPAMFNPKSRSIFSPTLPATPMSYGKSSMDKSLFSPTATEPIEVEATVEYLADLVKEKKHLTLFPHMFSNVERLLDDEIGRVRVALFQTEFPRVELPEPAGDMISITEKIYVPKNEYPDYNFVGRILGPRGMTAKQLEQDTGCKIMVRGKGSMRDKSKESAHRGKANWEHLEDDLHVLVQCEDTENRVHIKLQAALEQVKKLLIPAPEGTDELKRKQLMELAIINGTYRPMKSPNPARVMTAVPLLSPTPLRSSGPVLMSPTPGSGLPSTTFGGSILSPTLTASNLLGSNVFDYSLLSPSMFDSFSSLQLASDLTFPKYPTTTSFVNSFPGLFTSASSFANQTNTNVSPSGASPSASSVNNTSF
PME-1 primary: PME-1 (human) inhibition | 320,000 compounds, 0.53% hits | Q9Y570 | inhibition, % at 5.9 µM | recombinant PME-1, FP-Rh probe fluorescence polarization;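 active = inhibition above the campaign mean of all compounds plus 3 SD, cut at about 26% in these data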;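 also: competitive labeling of PME-1 active site by serine hydrolase directed probe; 0% = PME-1 with DMSO and 100% = wells lacking PME-1 enzyme; inhibitors block probe labeling so polarization falls and inhibition rises; many of its hits are not listed in these tables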
PAD4 FP inh: PAD4 (human) enzyme inhibition; Q9UM07; recombinant PAD4, RCA probe fluorescence polarization; inhibition, % at 6.36 µM; 330,000 compounds, 0.41% hits;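 active = percent inhibition above a cutoff equal to the mean of all tested compounds plus 3 SD, cut at about 15% in these data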;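 also: 0% = PAD4 with RCA probe and DMSO and 100% = probe without PAD4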
MEX-5 binding: C. elegans MEX-5 TCR-2 RNA binding activity | activity score (negative = inhibition of binding), % at 10 µM | Q9XUB2 | MEX-5/FITC-TCR2 RNA binding, fluorescence polarization; hits give low values | 300,000 compounds, 0.38% hits;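 active = inhibition past about -25% in most replicates, and total fluorescence under double the plate's negative control median, limit read from the data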;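 also: 0% = DMSO and -100% = 5 µM competing unlabeled TCR2 RNA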
Target sequence (Q9XUB2 whole entry, looked up): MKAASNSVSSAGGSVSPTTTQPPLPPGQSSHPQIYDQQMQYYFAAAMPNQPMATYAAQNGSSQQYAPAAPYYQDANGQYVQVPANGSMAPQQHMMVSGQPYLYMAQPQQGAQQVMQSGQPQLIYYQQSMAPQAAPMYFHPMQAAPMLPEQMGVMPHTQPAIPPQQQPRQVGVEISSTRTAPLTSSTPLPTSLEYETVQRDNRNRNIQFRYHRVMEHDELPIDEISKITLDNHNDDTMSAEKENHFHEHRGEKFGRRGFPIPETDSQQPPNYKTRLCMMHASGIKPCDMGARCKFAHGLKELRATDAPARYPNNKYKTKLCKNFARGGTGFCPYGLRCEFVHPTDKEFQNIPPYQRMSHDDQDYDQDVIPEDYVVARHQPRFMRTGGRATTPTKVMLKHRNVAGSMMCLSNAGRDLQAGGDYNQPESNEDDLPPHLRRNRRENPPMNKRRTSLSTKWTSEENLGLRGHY
Fam108B counter: Fam108B inhibition, counter-screen for RBBP9 inhibitors; recombinant Fam108B, FP-Rh probe fluorescence polarization; inhibition, % at 9.51 µM; 300,000 compounds, 0.33% hits;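 active = inhibition above the screen mean inhibition plus 3 SD, computed separately per campaign, cut at about 18% in these data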;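 also: inhibitors lower polarization as less probe binds the enzyme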
GSTO1 counter: counter-screen for RBBP9 inhibitors: inhibitors of human GSTO1 | P78417 | recombinant GSTO1, activity-based probe fluorescence polarization | inhibition, % at 5.96 µM | 300,000 compounds, 1.1% hits | AID 1974;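 active = inhibition above the campaign mean inhibition plus 3 SD, cut at about 35% in these data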;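 also: 0% = GSTO1-1 with DMSO and 100% = wells lacking GSTO1-1 enzyme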
BCLXL inh: blocks human Bcl-xL binding to Bim BH3 peptide | GST-Bcl-xL / FITC-Bim BH3 peptide fluorescence polarization | Q07817 | AID 2129 | 320,000 compounds, 0.7% hits | inhibition, % at 10.9 µM;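 active = inhibition above the mean of all tested compounds plus 3 SD, cutoff set per campaign, cut at about 30% in these data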;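 also: 0% = DMSO wells and 100% = unlabeled Bim-BH3 peptide competitor; inhibitors lower millipolarization by displacing the labeled peptide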
MCL1-BIM inh: inhibitors of human MCL1 binding to BIM-BH3 peptide; Q07820; GST-MCL1 / FITC-Bim-BH3 fluorescence polarization; inhibition, % at 10.9 µM; 320,000 compounds, 0.68% hits; AID 2057;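 active = inhibition above the mean inhibition of all tested compounds plus 3 SD, set per campaign, cut at about 40% in these data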;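 also: 0% = DMSO wells and 100% = unlabeled Bim-BH3 peptide control; higher means more loss of mP so more displacement of Bim peptide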
TPT1 inhibitor: inhibitors of Candida albicans tRNA 2'-phosphotransferase TPT1; recombinant caTPT1, FP RNA substrate dephosphorylation; inhibition, % at 5 µM; 300,000 compounds, 0.81% hits; AID 1962;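 active = inhibition above the mean of all tested compounds plus 3 SD, set per screening campaign, cut at about 24% in these data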;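 also: plate controls were DMSO alone for no effect and ferristatin control at 100 nM for full effect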
* hit, by the source's call; · = no result given.

Each structure is followed by: GLD-1 TGE inh	PME-1 primary	PAD4 FP inh	MEX-5 binding	Fam108B counter	GSTO1 counter	BCLXL inh	MCL1-BIM inh	TPT1 inhibitor
Clc1ccc(-c2nnc(SCc3ccon3)o2)c(Cl)c1
    1	-1	4	2.6	-3	1	3	6	-1
COCCNC(=S)NC(=O)CC12CC3CC(CC(C3)C1)C2
    5	3	-5	-1.2	0	0	6	6	0
O=C(CSc1nc2c(c(=O)n1-c1ccc(Cl)cc1)SCC2)NCc1ccco1
    13	-2	-1	-0.3	1	-4	6	3	3
Cn1c(/C=C/c2ccc(Cl)cc2)nc2ccccc2c1=O
    -1	-7	-1	1.6	-5	-10	2	-4	-2
COc1cc(SC#N)ccc1N=Cc1c(C)[nH]n(-c2ccc(C)c(C)c2)c1=O
    2	6	12	-5.8	10	-4	10	12	30*
Cc1ccc(CCNS(=O)(=O)c2ccc3c(c2)C(C)(C)C(=O)N3C)cc1
    5	4	1	-2.8	3	34	-1	1	-3
COc1cc(/C=C/C(=O)OCC(=O)NCc2cccs2)ccc1OC(F)F
    4	2	-2	1.2	5	-8	0	1	3
COc1cc(OC)c2ccc(=O)oc2c1C(CC(=O)N1CCCC1)c1ccc(N(C)C)cc1 (configuration not stated)
    2	0	-3	-1.3	5	-1	1	11	1
O=C1CSC(c2ccccc2)N1CC12CC3CC(CC(O)(C3)C1)C2 (configuration not stated)
    6	3	3	1.0	-1	7	3	9	-6
COc1nc(NCc2cccnc2)nc(NC2CCCCC2)n1
    5	2	-1	-0.3	-1	0	6	10	-4
CCOc1ccc2ccccc2c1CNc1nnnn1C
    -6	0	6	2.0	1	-5	5	11	4
O=C(N/N=C/c1ccccn1)c1ccc(S(=O)(=O)N2CCCCCC2)cc1
    -4	-8	-2	0.1	2	3	3	5	-2
CCOc1cc(NC(=O)CC(C)C)c(OCC)cc1NC(=O)CCn1nnc2ccccc21
    3	2	1	0.2	0	-1	4	-6	-4
CCCCn1c(N)c(N(CC(C)C)C(=O)CCNC(=O)c2ccccc2Cl)c(=O)[nH]c1=O
    0	3	-5	2.8	2	-4	-14	-4	2
CC(NC(=O)C1CCN(C(=O)Nc2ccccc2)CC1)c1ccc(Cl)cc1 (configuration not stated)
    4	-6	4	·	·	·	2	0	·
CCOC(=O)c1cccnc1SCC(=O)Nc1ccc(C)cc1
    1	-1	1	0.3	-1	1	9	10	0
CC1Cc2ccccc2N1CC(=O)NC(=O)NC1CCCCC1 (configuration not stated)
    2	0	6	-1.0	3	1	1	-1	-1
COc1cc(/C=N/NC(=O)c2ccncc2)ccc1OCc1cnc(Cl)s1
    0	-4	-3	0.8	-3	1	4	3	3
O=C(OCC(=O)N1CCCCCC1)c1cnc(Cl)c(Cl)c1
    -1	-2	-2	·	·	·	-1	2	·
CS(=O)(=O)c1ccc(C(=O)Nc2cccc(-c3nc4ccccc4[nH]3)c2)cc1
    3	-26	28*	0.5	-8	-14	1	0	-2
O=C(NCCCN1CCCCCC1)c1ccc2c(Cl)c3c(nc2c1)CCCC3
    0	-5	3	-2.6	0	-8	6	3	-4
Cc1ccc(Nc2cc(=O)[nH]c(=O)[nH]2)c(C)c1
    2	-2	-3	-1.7	-1	7	-2	-3	-4
CCOc1ccccc1N1CC(C(=O)Nc2cccc(S(=O)(=O)N3CCCCC3)c2)CC1=O (configuration not stated)
    3	8	-1	-2.7	0	-5	-5	-5	1
Cc1cc(C)cc(NC(=O)CN(C)CC(=O)N(CC(C)C)c2c(N)n(CC(C)C)c(=O)[nH]c2=O)c1
    -1	8	2	·	·	·	-2	-5	·
O=C(NCCCn1ccnc1)/C(=C/c1ccccc1)NC(=O)c1ccccc1
    0	5	-3	0.5	-1	10	4	-1	-2
CC(=O)Nc1cc2c(cc1Br)OCCO2
    -10	-12	-13	2.6	-5	-5	7	6	-7
CCOc1ccc(OCC)c(C2C(C#N)=C(N)N(c3cccnc3)C3=C2C(=O)CC(C)(C)C3)c1 (configuration not stated)
    1	8	4	-2.0	1	5	4	6	0
Cc1ncc([N+](=O)[O-])n1CCOC(=O)NC(NCc1ccccc1)C(Cl)(Cl)Cl (configuration not stated)
    -7	4	1	-1.6	1	-1	1	-2	-2
COC(=O)c1cc(N2CCNCC2)nc2ccccc12
    1	-3	1	-3.6	2	8	8	3	0
CN(C)C(=O)N1CCC(C(=O)NCc2ccc(F)cc2)CC1
    5	6	-1	-0.4	1	6	0	2	-1
CC(C)C(=O)N1CCN(c2ccc(NC(=O)COc3ccccc3[N+](=O)[O-])cc2)CC1
    -3	5	-7	1.3	4	5	4	6	-7
c1cncc(-c2nc(NCC3COc4ccccc4O3)c3ccccc3n2)c1 (configuration not stated)
    -6	-10	-1	-2.8	-7	-20	0	-8	2
CCOc1ccccc1N1CCN(C(=S)Nc2ccc(S(=O)(=O)Nc3ncccn3)cc2)CC1
    6	2	0	0.9	1	2	3	8	0
CCC(=O)N1CCN(c2ccc(Cl)cc2NC(=O)c2ccc3c(c2)OCCO3)CC1
    9	3	2	2.3	0	-7	2	0	-2
CCc1ccc(/C=C/C(=O)c2ccc(S(=O)(=O)N(C)C)cc2)cc1
    -1	-1	3	·	-7	-9	9	6	-2
O=C(CN1CCN(S(=O)(=O)c2ccc(Br)cc2)CC1)N/N=C/c1cccnc1
    7	2	-6	0.0	3	0	3	4	2
CN(C(=O)c1ccc2c(c1)OCO2)C1(C(=O)NC2CCCC2)CCCCC1
    -10	1	0	0.0	-2	-9	-5	-1	1
COc1ccccc1N(CC(=O)NC1CCCC1)C(=O)c1csnn1
    -3	3	-3	0.8	-2	0	3	69*	-7
O=c1[nH]nc(-c2ccc(F)cc2)cc1Cc1cccs1
    0	-12	1	0.4	-4	1	3	-4	-3
CCCC[C@@H]1CNCCN1CCc1cccc2ccccc12
    -5	-4	7	-0.4	2	3	5	2	-5
COc1cccc(CNC(=O)CCn2ccc3cc(S(=O)(=O)N4CCCC4)ccc32)c1
    -5	7	-5	2.6	2	2	4	-9	-2
Cc1nc2nc(C)c(CCC(=O)Nc3ccc4c(c3)OCO4)c(C)n2n1
    -2	5	-2	1.7	1	8	0	1	0
CCC(C)(C)NC(=O)C(c1ccc(C)cc1)N(Cc1cccnc1)C(=O)c1csnn1 (configuration not stated)
    2	-3	-3	3.2	1	5	1	12	2
COC(=O)CCc1ccc(O)cc1
    10	2	-2	-4.0	-1	-3	2	5	-1
Cc1ccc(C)c(S(=O)(=O)Nc2cc3c4c(c2)CC(=O)N4CCC3)c1
    -6	16	-1	0.8	-1	-2	5	3	-1
COc1ccc(CNC2CCCCC2C)c(OC)c1 (configuration not stated)
    5	4	1	·	2	5	6	5	0
Cc1ccc(C)c(OCCNc2ccc([N+](=O)[O-])cn2)c1
    2	0	5	-0.3	-7	2	4	15	3
N#Cc1c(-c2cccc(F)c2)cc(-c2ccccc2)nc1Br
    3	-5	4	1.6	-3	1	5	2	-4
CC1CCN(C(=O)CSc2nnc(Cn3c(=O)sc4ccccc43)n2C)CC1
    11	0	-2	-0.7	5	-2	1	4	3
COC(=O)c1ccc(OCC(O)CNC2CCCC2)cc1 (configuration not stated)
    0	0	-3	0.1	2	-1	6	6	0
Cc1ccc(NS(=O)(=O)c2ccc(C(=O)NCCCN3CCOCC3)cc2)cc1
    7	1	4	1.6	2	11	2	12	-2
Cc1ccc(S(=O)(=O)c2nc(NN(C)C)sc2Cl)cc1
    2	16	-4	0.4	-2	3	4	7	0
Cc1cc(NC(=O)c2cc(-c3cccc(Cl)c3)on2)no1
    3	-2	2	0.0	2	4	1	-2	-2
Cc1nn(C)c(N)c1[N+](=O)[O-]
    3	3	6	-1.4	4	3	-1	3	2
COc1ccc(CC(=O)NNC(=O)c2nn(Cc3ccccc3)c(=O)c3ccccc23)cc1OC
    5	3	-5	0.6	0	6	2	2	3
O=C(N/N=C/CCc1ccccc1)c1ccccc1
    2	1	-4	0.2	1	-5	3	7	1
Cc1ccc(S(=O)(=O)CCC(=O)Nc2ccc(S(=O)(=O)N(C)C)cc2)cc1
    -3	-1	-7	0.6	-3	-3	-16	-14	3
Cc1noc(C)c1CSc1nnc(-c2ccncc2)n1-c1ccc(Cl)c(Cl)c1
    -2	3	-2	-0.9	-3	-3	-2	-5	-6
O=C1CCC2c3ccc4ccccc4c3CCN12 (configuration not stated)
    -15	-4	-9	-1.0	6	0	1	-2	5
O=C(Nc1ccc(Cl)cc1)c1cc(-c2cccs2)on1
    6	-8	-1	2.9	-12	-8	1	6	4

Later entries.
Each structure is followed by: GLD-1 TGE inh	PME-1 primary	PAD4 FP inh	MEX-5 binding	Fam108B counter	GSTO1 counter	BCLXL inh	MCL1-BIM inh	TPT1 inhibitor
Cc1cc2ccccc2n1CCNC(=O)COc1ccccc1
    72*	-9	23*	1.0	5	0	41*	63*	-16
CN1CCOc2cc(S(=O)(=O)NCc3ccc(S(N)(=O)=O)cc3)ccc21
    3	-4	-2	-3.5	0	2	1	2	-6
CCOC(=O)c1ccc(NC(=O)CSC2=NC(=O)C(CC)C(=O)N2)cc1 (configuration not stated)
    9	4	21*	-0.7	3	0	7	8	2
CCc1ccc(NC(=O)CSc2nc3ccccc3c(=O)n2CCCC(=O)N2CCCC2)cc1
    3	8	-2	1.8	1	2	3	4	1
NC(=O)c1ccc(N=Cc2c(O)ccc3ccccc23)cc1
    -3	1	-3	0.9	-5	29	1	-2	0
Cc1ccc(NS(=O)(=O)c2cccc(C(=O)NCC(c3ccco3)N3CCCCC3)c2)cc1 (configuration not stated)
    3	3	0	1.8	-2	10	5	5	3
O=C(CCC(=O)Nc1ccccc1Cl)NNC(=O)NC1CCCCC1
    -3	1	0	-1.4	1	3	3	-2	0
CC(=O)Nc1ccc(NC(=O)COC(=O)c2cnccn2)cc1
    7	-1	-5	0.3	1	8	-1	-2	-1
Cc1cccc(C2c3[nH]c4ccccc4c3CCN2Cc2cccn2-c2ncccn2)c1 (configuration not stated)
    15	-4	3	1.7	1	11	9	10	1
CSCc1ccc(C(=O)Nc2ccc(C(N)=O)cc2)cc1
    5	-8	-3	-1.6	-3	-1	-1	-5	2
S=c1[nH]nc(-c2ccccn2)n1/N=C/c1ccc(-c2ccccc2Cl)o1
    -1	10	-3	3.3	-5	-6	-18	-13	0
CCc1noc(C)c1C(=O)N1CCCC(N2CCN(c3ccc(F)cc3)CC2)C1 (configuration not stated)
    -6	-1	-15	-0.7	-3	3	3	4	3
COc1ccc(-c2ccc(F)cc2)cc1[C@H]1[C@H]2C=CC[C@@H](C)[C@@H]2C(=O)N1Cc1ccccc1
    5	-3	-4	1.2	-5	-7	3	-2	1
Cc1nc(NCc2ccco2)c2oc3ccccc3c2n1
    -3	3	-3	0.7	2	2	1	3	6
O=C(CSc1ccc2nnc(-c3ccccn3)n2n1)Nc1ccccc1
    1	-2	2	0.8	-1	0	7	2	-5
CCCCn1c2ccccc2c2nnc(SCC(=O)NC3=NN=C(c4ccccc4)CS3)nc21
    2	2	21*	1.4	1	-9	6	9	2
COc1ccccc1NS(=O)(=O)c1ccc(NC(C)=O)cc1
    3	4	4	1.9	-2	-4	2	1	0
C=CCn1c(SCC(=O)NCc2ccc3c(c2)OCO3)nnc1C1COc2ccccc2O1 (configuration not stated)
    7	-1	-1	1.2	-1	7	-2	-5	1

Compound activity from PubChem BioAssay.

Only part of the results is shown (hit frequency here may not be typical).
